Bioassay records (PubChem)
NALP1 inh = NALP1 inflammasome inhibitors in reconstituted yeast, colorimetric, S. cerevisiae, triplicate retest; AID 2071, 2009; inhibition, % at 10 µM; hit rate 0.61% among 280,000; S. cerevisiae NALP1/ASC/caspase-1 growth, X-gal OD620, 72 h; in the data active means inhibition mostly above about 24%, no sharp cut-off; inactive means mostly below about 32%; further: some compounds called inactive have numbers as strong as hits
PfM18AAP inh = PfM18AAP inhibitors, malaria aminopeptidase, primary screen, biochemical, QFRET, recombinant enzyme; H-Glu-NHMec fluorogenic cleavage; inhibition, % at 7.35 µM; hit rate 1.2% among 290,000; AID 1822, 2009;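 active means inhibition above the campaign mean inhibition over all tested compounds plus 3 SD, cut at about 28% in these data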;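 further: 0% = plate median of test compound wells and 100% = 2 mM ZnCl2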
MEKK3 PB1 HTS = modulators of MEKK3-MEK5 PB1 binding, primary screen, biochemical, wildtype MEKK3, multiplex bead flow cytometry, Alexa488-MEK5. bead-based flow cytometry, Alexa488-MEK5 binding to MEKK3; actives lie on both sides; 0 = blocked by unlabeled MEK5, 100 = vehicle. binding response (% of control), % at 10 µM. hit rate 1.4% among 290,000. AID 1529, 2009;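 active means binding response more than 3 SD above or below the average of its plate-row segment, actives on both sides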;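 further: Alexa488 bead fluorescence after subtracting the streptavidin-only scavenger bead signal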
Target sequence (Q99759 whole entry, looked up): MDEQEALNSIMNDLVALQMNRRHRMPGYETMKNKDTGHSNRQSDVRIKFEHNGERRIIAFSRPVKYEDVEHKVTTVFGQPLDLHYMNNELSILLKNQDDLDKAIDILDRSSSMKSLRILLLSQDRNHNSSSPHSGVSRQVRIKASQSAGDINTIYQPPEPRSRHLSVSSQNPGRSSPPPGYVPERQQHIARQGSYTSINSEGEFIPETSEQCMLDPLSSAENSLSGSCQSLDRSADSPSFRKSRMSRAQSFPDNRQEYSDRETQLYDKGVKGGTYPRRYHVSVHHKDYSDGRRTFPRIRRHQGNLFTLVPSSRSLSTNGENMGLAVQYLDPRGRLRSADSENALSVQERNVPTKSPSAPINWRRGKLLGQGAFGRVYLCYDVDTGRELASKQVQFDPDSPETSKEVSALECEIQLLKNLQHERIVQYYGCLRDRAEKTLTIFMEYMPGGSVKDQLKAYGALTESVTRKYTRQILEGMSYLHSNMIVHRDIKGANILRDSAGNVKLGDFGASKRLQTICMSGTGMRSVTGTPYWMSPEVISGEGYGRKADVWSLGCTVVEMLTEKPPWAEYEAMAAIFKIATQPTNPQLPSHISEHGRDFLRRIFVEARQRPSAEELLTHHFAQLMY
IDE act = human IDE activators in live cells, primary screen, fluorescence polarization, HEK cells, FAbeta-B substrate | Insulin-degrading enzyme (Homo sapiens), P14735 | FAbeta-B cleavage; 0% vehicle, 100% cell-free pure enzyme wells | activation, % at 5.96 µM | hit rate 0.073% among 340,000;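 active means activation above the mean of all tested compounds plus 3 SD, set per screening campaign, cut at about 17% in these data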
MEKK2 mut-MEK5 = MEK5 binding signal on mutant MEKK2 PB1, primary screen, biochemical, multiplex bead flow cytometry, Alexa488-MEK5. Alexa488-MEK5 binding to MEKK2 mutant. percent response, % at 10 µM. hit rate 0.35% among 290,000. AID 1530, 2009; in the data active means percent response above about 24%, passing the limit was not always enough; further: inactives centre near 1; some results filed as inactive read as strong as hits; reference of the scale not given here
UBC9 SUMO inh = inhibitors of in vitro SUMOylation cascade, primary screen, biochemical, HTRF, uHTS. SUMO-conjugating enzyme UBC9 (Homo sapiens), P63279. HTRF SUMOylation assay, SAE1/SAE2 + UBC9. inhibition, % at 35 µM. hit rate 0.36% among 290,000. AID 2006, 2009; in the data active means inhibition above about 50%, passing the limit was not always enough; further: strong numbers were not always called active
Target sequence (P63279 whole entry, looked up): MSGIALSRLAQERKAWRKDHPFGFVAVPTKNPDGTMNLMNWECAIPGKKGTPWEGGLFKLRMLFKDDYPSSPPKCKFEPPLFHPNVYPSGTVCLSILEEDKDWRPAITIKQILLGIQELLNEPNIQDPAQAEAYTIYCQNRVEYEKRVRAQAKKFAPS
pCIP destab = p/CIP-EGFP fusion destabilizers, primary screen, fluorescence, F442A cells; Q05BA5; 16 h; decrease of EGFP signal, % at 10 µM; hit rate 0.01% among 290,000; AID 1984, 2009;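 active means EGFP signal decrease of at least 30% at 10 µM or well 3 SD below plate mean, unless failing retest; inactive means the rest, including hits failing retest or dose response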; further: some compounds called inactive have numbers as strong as hits; many of its hits are not listed in these tables
MEKK2wt PB1 HTS = modulators of MEK5 binding to wildtype MEKK2, primary screen, biochemical, multiplex bead flow cytometry, Alexa488-MEK5; Mitogen-activated protein kinase kinase kinase 2 (Homo sapiens), Q9Y2U5; Alexa488-MEK5 binding to MEKK2 WT; actives lie on both sides; binding response (% of control), % at 10 µM; hit rate 1.1% among 290,000; AID 1531, 2009; in the data active means binding response below about 67% or above about 130%
IDE cell inh = human IDE inhibitors in live cells, primary screen, fluorescence polarization, HEK cells, FAbetaB substrate; Insulin-degrading enzyme (Homo sapiens), P14735; FAbetaB cleavage; inhibition, % at 5.59 µM; hit rate 0.41% among 320,000; AID 434962, 2010;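 active means percent inhibition above the average of all tested compounds plus 3 SD, set per screening campaign, cut at about 16% in these data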;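 further: IDE supplied by intact live HEK cells; FP after avidin binding of uncleaved biotin substrate so inhibition keeps polarization high; 0% = DMSO wells and 100% = 60 µM reference IDE inhibitor Ii1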
Active calls of the source: *; . = no result given; [ ] = another dose, or the depositor's remark. Some of the compounds tested; the hit share may differ from the screen's.

SMILES	NALP1 inh	PfM18AAP inh	MEKK3 PB1 HTS	IDE act	MEKK2 mut-MEK5	UBC9 SUMO inh	pCIP destab	MEKK2wt PB1 HTS	IDE cell inh
CCCc1cc(=O)oc2cc(OCC(=O)NC3CC(C)(C)NC(C)(C)C3)ccc12	4	0	102	4	6	10	6	102	0
Clc1ccc2oc3c(Cl)ncnc3c2c1	57	3	105	0	-2	-2	3	104	3
O=C1Nc2ccccc2N(O)N1c1ccc(Cl)c(Cl)c1	0	8	101	2	7	9	5	102	1
Cc1c(C(c2ccc(O)cc2)c2c(C)n(C)n(-c3ccccc3)c2=O)c(=O)n(-c2ccccc2)n1C	3	5	98	.	-1	-14	8	103	-4
O=C(O)CCN1C(=O)S/C(=C\c2cccnc2)C1=O	17	21	91	4	-7	-15	-4	96	0
Cc1cc(C)n(-c2nc3ccccc3c(=O)n2OC2CCCCC2)n1	1	1	110	6	14	5	0	109	-2
COc1nc(-c2ccccc2)ccc1-c1noc(-c2cccnc2)n1	9	-7	102	-5	0	13	-18	102	-2
CC(=O)Nc1ccc(S(=O)(=O)Nc2nc3nc(-c4ccccc4)cc(-c4ccccc4)n3n2)cc1	4	19	101	4	-2	49	-7	103	0
CCN(C(=O)CN1CCN(c2ccccc2)CC1)c1c(N)n(Cc2ccccc2)c(=O)[nH]c1=O	0	3	101	9	5	20	-15	106	1
CCCN1CCN(C(c2cc3cc4c(cc3[nH]c2=O)OCO4)c2nnnn2C(C)(C)C)CC1 (stereo not drawn)	6	8	110	-4	19	5	-4	116	1
COc1ccc(CCN(C(=O)Cn2nnc3ccccc32)C(C(=O)NCC2CCCO2)c2ccncc2)cc1OC (stereo not drawn)	-6	0	88	1	-10	11	-9	84	0
Cc1nc(Nc2nc(-c3ccccc3)cc(=O)[nH]2)nc2ccccc12	.	3	95	4	-1	.	.	96	5
O=[N+]([O-])c1ccc(Cl)c(S(=O)(=O)NCC2CCCO2)c1 (stereo not drawn)	15	-2	105	2	-1	10	-4	104	-1
CCOc1ccccc1N1CC(C(=O)N(C)Cc2cccnc2)CC1=O (stereo not drawn)	-15	0	102	4	1	2	-2	98	3
Cc1nnc(NC(=O)CSc2n[nH]c(-c3ccccc3)n2)s1	11	1	101	2	-5	13	-8	99	5
O=C(NCCCn1ccnc1)/C(=C\c1cccnc1)NC(=O)c1cccc(Br)c1	25	-8	107	7	0	3	4	106	-2
CC1=Nn2c(nnc2-c2cc(-c3ccccc3)n[nH]2)SC1	-58	1	110	-3	-2	12	-2	113	-2
COc1ccc(-n2c(COc3ccc(C)cc3)nnc2SCC(N)=O)cc1	-1	-7	112	3	10	31	-4	110	5
Cc1nc2cc(C(=O)NCc3ccc4c(c3)OCO4)ccc2n1-c1ccc(Br)cc1	45	-1	65*[inhibitor]	4	-2	-16	-11	92	4
CC(=O)OC1(C(F)(F)F)Oc2ccccc2NC1=O (stereo not drawn)	12	-5	101	5	4	8	-2	103	3
CN(C)CCNC(=S)Nc1ccc(Br)cc1	36	-5	101	4	-1	-3	5	97	-1
COc1ccc(C(=O)NC(=S)Nc2ccccc2N2CCOCC2)cc1[N+](=O)[O-]	27	-2	95	-8	-2	8	-10	98	6
COc1ccc(/C=N\NC(=O)c2ccccc2Cl)cc1COc1c(F)c(F)c(F)c(F)c1F	0	2	102	3	5	-25	4	106	3
COc1cc2nc(C3CCC3)n(NC(=O)C3CCCC(OC)C3)c(=O)c2cc1OC (stereo not drawn)	20	.	107	5	3	7	-9	104	2
CC(=O)Nc1ccc(/C(C)=N/NC(=O)CN(c2ccccc2Br)S(C)(=O)=O)cc1	27	4	96	2	-2	8	-8	97	-3
O=C(NC1CC1)C1CC(=O)N(c2ccccc2)C1 (stereo not drawn)	-4	-3	100	1	3	6	2	107	-8
COc1cc(NC(=S)N2c3ccccc3CC2C)cc(OC)c1 (stereo not drawn)	7	10	101	4	1	4	1	98	.
Cc1cc(Cl)ccc1NC(=S)N1CCC(C(N)=O)(N2CCCCC2)CC1	20	-1	97	2	-2	19	-10	101	7
CN(CC(=O)O)S(=O)(=O)c1ccc2c(c1)NC(=O)CC(=O)N2	16	-11	89	5	-3	11	0	90	1
CCc1c(C)nc2ncnn2c1N1CCC(C(=O)NCc2ccc3c(c2)OCO3)CC1	-3	-1	106	3	5	19	0	109	-1
COc1ccc(-c2ccc(-c3nnc(-c4cc(OC)ccc4OC)o3)cc2)cc1	-1	-1	.	1	.	40	-4	.	5
N#CCCN(C(=O)COc1ccc(C#N)cc1)c1ccc(F)cc1	-5	-3	101	2	0	20	9	99	-3
CCCCOC(=O)c1ccc(NC(=O)C(=O)NCCN(C)C)cc1	.	-2	90	5	-15	14	0	98	-3
COc1ccc(C(C(=O)NC(C)(C)C)N(C(=O)CNC(=O)c2cccs2)c2ccc(C)cc2)cc1OC (stereo not drawn)	-1	-6	101	-6	1	-4	-4	105	6
C=CCNC(=O)/C(C#N)=C/c1ccc2c(c1)OCCO2	8	-12	97	5	-3	3	5	99	0
O=C(Nc1ccc2c(c1)OCO2)c1ccc(S(=O)(=O)N2CCCC2)cc1	-10	-5	81	-1	-5	11	-9	79	2
CCOc1cc2c(cc1C(C)(C)C)NC(=O)CS2	18	-3	100	-2	2	11	-4	98	0
Cc1ccc(-n2c(-c3cccc(C)c3)n[nH]c2=S)cc1	-13	-2	99	-4	-1	8	4	98	-1
Cc1cccc(-n2c(C)nc3cc(C(=O)N4CCOCC4)ccc32)c1	13	2	96	4	1	5	-1	99	4
CCOC(=O)C(=CNc1ccc(NC2=NCC(C)S2)cc1)C(=O)OCC (stereo not drawn)	36	-8	138*	2	1	8	-1	112	5
O=C(CCc1nnc(COc2ccccc2)o1)NC1(c2ccccc2)CC1	2	-3	107	-1	-13	-3	3	93	-2
O=C(OCc1c(Cl)cccc1Cl)c1cccnc1Cl	0	-3	99	2	-5	20	-2	97	4
O=C(/C=N\O)NCCCNCc1ccccc1	28	-3	97	8	-2	15	0	96	6
COc1ccc(CNc2cc(C)nc3ncnn23)c(OC)c1	11	6	99	-1	5	8	-26	102	-3
CCCn1nc2cc(C(=O)NCc3ccccc3)ccc2c1OCC	34*	0	105	5	4	33	-45	107	3
CCN1CCCC(NC(=O)c2scc3c2CCCC3)C1 (stereo not drawn)	-5	-9	103	-1	7	13	-6	104	-1
COc1cccc(Nc2nc(N)nc(CCl)n2)c1	32	-11	92	-1	-7	27	-6	99	14
CCOc1ccccc1NS(=O)(=O)c1c(C)noc1C	12	-9	103	1	9	-4	-1	108	3
CSc1nc2ccc(NS(=O)(=O)c3cccc(Cl)c3Cl)cc2s1	4	2	105	2	24	-17	1	113	-2
Cc1ccc(C(=O)CN2CCN(c3ccccn3)CC2)c(C)c1	21	13	99	3	-1	6	-2	97	.
COC(=O)CSc1nc(N)c(C#N)c(C(C)C)c1C#N	4	1	103	0	-2	-2	-4	94	3
O=C(COC(=O)c1ccc[nH]c1=O)NCCc1ccc(Cl)cc1Cl	6	2	110	4	-1	4	-3	107	1
O=C(Nc1cccc(-c2cccc(F)c2)c1)C1CCN(Cc2ccco2)CC1	4	1	99	2	3	-7	-1	114	.
CCCC(=O)Nc1cccc(C(=O)Nc2ccccc2OCC)c1	14	0	97	.	2	-8	-25	104	-1
O=C(Nc1nnc(-c2ccco2)o1)c1cccc(N2C(=O)CCC2=O)c1	-4	-8	129*	3	4	32	0	117	6
COc1ccccc1C(C)NC(=O)Cc1ccsc1 (stereo not drawn)	11	-18	103	5	2	1	-13	104	-2
O=C(O)c1ccn(COc2ccc(Br)cc2)n1	4	2	118	-2	-1	2	-8	111	8
CCOC(=O)C(=Nc1ccccc1)NO	14	-2	100	6	0	0	-7	103	-5
N#CC(c1ccc(Cl)cc1)c1ccc2c(C(F)(F)F)cc(C(F)(F)F)nc2n1 (stereo not drawn)	4	-17	103	6	11	2	-6	100	-2
O=C(O)C1C2CCC(O2)C1C(=O)Nc1ccc(O)cc1 (stereo not drawn)	15	1	101	1	3	12	-7	98	0

Entries of single compounds, quoted from the list. Screens in order: NALP1 inh, PfM18AAP inh, MEKK3 PB1 HTS, IDE act, MEKK2 mut-MEK5, UBC9 SUMO inh, pCIP destab, MEKK2wt PB1 HTS, IDE cell inh
`N#CC(c1ccc(Cl)cc1)c1ccc2c(C(F)(F)F)cc(C(F)(F)F)nc2n1` (stereo not drawn) across the screens: 4, -17, 103, 6, 11, 2, -6, 100, -2
`CCOc1ccccc1NS(=O)(=O)c1c(C)noc1C` across the screens: 12, -9, 103, 1, 9, -4, -1, 108, 3
`COc1cccc(Nc2nc(N)nc(CCl)n2)c1` across the screens: 32, -11, 92, -1, -7, 27, -6, 99, 14

Next records
SMILES	NALP1 inh	PfM18AAP inh	MEKK3 PB1 HTS	IDE act	MEKK2 mut-MEK5	UBC9 SUMO inh	pCIP destab	MEKK2wt PB1 HTS	IDE cell inh
O=C(COc1ccccc1[N+](=O)[O-])Nc1cc(C(=O)O)cc(C(=O)O)c1	5	-10	106	0	-2	-22	14	106	-1
Cc1ccc(CCNS(=O)(=O)c2c(C)nc3sccn3c2=O)cc1	4	-7	103	0	6	15	-7	109	2
Cc1cc(NC(=O)Cn2cc(C(F)(F)F)cc(Cl)c2=O)no1	-7	-6	93	4	-3	1	6	102	3
O=C(NCc1ccccc1Cl)c1ccc2c(=O)n(CC3CCCO3)c(=S)[nH]c2c1 (stereo not drawn)	-6	-1	102	2	-1	-13	-6	98	2
COc1ccc(NC(=O)CC23CC4CC(CC(Br)(C4)C2)C3)c(OC)c1	9	-6	101	6	2	1	2	99	8
COc1ccc(N=c2oc3ccc(OC)cc3cc2-c2nc3ccccc3[nH]2)cc1	5	0	124*	2	5	30	-9	105	7
CCCNS(=O)(=O)c1ccc(N2CCCC2=O)c([N+](=O)[O-])c1	6	-20	96	0	-3	2	2	98	2
Cc1cccc(Nc2nnc(SCC(=O)NC3CCCc4ccccc43)s2)c1C (stereo not drawn)	11	-3	102	1	13	-17	-2	114	-1
CC1=C(C(=O)OCc2ccc3c(c2)OCO3)C(c2ccc(F)cc2)NC(=O)N1 (stereo not drawn)	1	6	104	-10	5	32	-3	101	1
COc1cc2[nH]c(=O)n(Cc3ccccc3Cl)c(=O)c2cc1OC	-1	5	97	5	-6	17	-3	91	7
Cc1c(C(=O)NC(C(C)C)C(C)C)cccc1[N+](=O)[O-]	28	12	97	6	-2	12	-23	89	-5
Cc1ccccc1NC(=O)C1Cc2ccccc2C(=O)O1 (stereo not drawn)	40	-16	109	6	3	17	-5	109	-4
COc1cccc(/C=N/NC(=O)Cn2ccnc2C)c1	34	-9	142*	3	0	20	3	106	1
CCNC(=S)NNC(=O)CSc1nc2ccccc2[nH]1	-15	18	105	9	0	0	5	104	1
CC(CCc1ccccc1)NC(=O)COC(=O)c1ccccc1O (stereo not drawn)	29	-2	101	7	-3	12	0	100	-4
COc1ccc(C(=O)CSc2[nH]c(=O)cc(C(F)(F)F)c2C#N)cc1	23	3	99	1	4	26	-4	100	2
Cc1cc(/C=N/n2cnnc2)c(C)n1-c1ccc(Cl)cc1	8	7	101	4	-1	10	-1	103	-2
